From PubChem
aSyn 5UTR inh: 5' untranslated region of α-synuclein, MLPCN primary screen; 0.82% of 300,000 active; inhibition, % (tested at 7.5 µM); alpha-synuclein 5'UTR reporter, inhibitor activity; in the data active = inhibition above about 60%; inconclusive = no clear call, values can overlap the other calls;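 note: H4 neuroglioblastoma cells stably carrying SNCA 5'UTR luciferase fusion; 0% = DMSO wells and 100% = positive control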
Platelet DG rel: modulates dense granule release in human platelets. human platelet-rich plasma, SFLLRN dense granule ATP release, luminescence. inhibition, %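 (compounds screened at 7.5 µM in platelet-rich plasma)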. 0.22% of 300,000 active;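 active = mean replicate score, as percent of positive control, at or above 50; inconclusive = mean below 50 but at least one replicate at or above 50; inactive = mean and every replicate below 50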
HIF act: HIF pathway transcriptional activation; activation, % at 7.5 µM (by protocol); AID 1910; 0.32% of 300,000 active; U2OS HRE-luciferase reporter, luminescence; normalized: DMSO 0%, desferrioxamine 100%;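 active = mean activation of at least 10% of the iron chelator positive control signal, with at least half of replicates also reaching 10%; inconclusive = mean and replicate majority disagree about reaching 10%; inactive = mean and most replicates under 10%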
HSP90 inh: inhibitors of HSP90 luciferase refolding in rabbit reticulocyte lysate; 0.91% of 290,000 active; luciferase refolding luminescence, 3 h; inhibition, % at 5.6 µM;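 active = inhibition above the screen-wide mean plus 3 SD, computed separately per campaign, cut at about 16% in these data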;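 note: 0% = DMSO wells and 100% = 60 µM geldanamycin wells; inhibitors lower the luminescence because luciferase stays unfolded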
HSF1 inh: HSF1 inhibition | 0.77% of 300,000 active | activity change, negative = inhibition, % at 7.5 µM (by protocol) | NIH3T3-HGL HSE-luciferase, MG132-induced, luminescence 8 h; hits give low values;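 active = more than half of replicate wells show activity change below -50%, luminescence cut by over half; inconclusive = some wells, but at most half, below -50%; inactive = no replicate well below -50%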;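 note: luciferase reports HSF-1 transcriptional activity via heat shock element; 0% = median of DMSO wells and -100% = zero luminescence signal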
HDAC3 inhib: blocks human histone deacetylase 3; 0.15% of 320,000 active; O15379; inhibition, % at 8.3 µM; recombinant HDAC3, fluorogenic peptide/trypsin coupled, fluorescence; in the data active = inhibition above about 26%, passing the limit was not always enough; inconclusive = no clear call, values can overlap the other calls
Target sequence (O15379 whole entry, looked up): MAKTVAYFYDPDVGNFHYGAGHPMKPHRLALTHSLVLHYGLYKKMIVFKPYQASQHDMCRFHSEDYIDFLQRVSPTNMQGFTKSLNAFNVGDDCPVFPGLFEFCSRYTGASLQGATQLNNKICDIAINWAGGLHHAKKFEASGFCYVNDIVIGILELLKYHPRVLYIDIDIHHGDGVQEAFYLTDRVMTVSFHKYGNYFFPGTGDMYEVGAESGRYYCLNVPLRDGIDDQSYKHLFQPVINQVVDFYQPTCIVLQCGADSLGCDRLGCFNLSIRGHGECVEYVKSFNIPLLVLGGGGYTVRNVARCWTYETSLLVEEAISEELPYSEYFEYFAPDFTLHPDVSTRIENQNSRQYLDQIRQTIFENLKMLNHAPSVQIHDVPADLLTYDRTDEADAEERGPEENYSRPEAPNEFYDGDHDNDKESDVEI
KLF5 inhibitor: kruppel-like factor 5 inhibition. DLD-1 KLF5 promoter-luciferase reporter, luminescence. inhibition, % at 5 µM. 0.23% of 290,000 active. AID 1700;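 active = inhibition above a per-plate limit of that plate's mean compound inhibition plus 3 SD, cut at about 60% in these data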;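 note: 0% = DMSO wells and 100% = LY294002 at 200 µM; higher means less KLF5 promoter-driven luciferase light; inactives centre near -14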
AI-2 QS modul: modulators of Vibrio harveyi AI-2 quorum sensing system; Vibrio harveyi JMH597 AI-2 luminescence/OD600 ratio, 9 h; hits give low values; strain lacks LuxN and CqsS sensors; 0 = neutral-control median; activity change, % at 7.5 µM; 0.4% of 300,000 active; AID 2094; in the data active = activity change below about -75%, passing the limit was not always enough; inconclusive = no clear call, values can overlap the other calls;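 note: luminescence divided by OD600 gain over 9 h not by final OD600 alone; inactives centre near 13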
IEC-6 cytotox: IEC-6 cytotoxicity, counter-screen for KLF5 inhibitors; AID 1825; luminescence viability; 0.78% of 290,000 active; inhibition, % at 5 µM; in the data active = inhibition above about 22%;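 note: 0% = plate median of test compound wells and 100% = cytotoxic reference compound wells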
HSF-1 act: increases HSF-1 driven luciferase reporter signal. NIH3T3-HGL HSF-1 luciferase reporter, MG132, 8 h; 100% = twice DMSO control signal. activation, % at 9 µM. 1.7% of 300,000 active. AID 504408;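 active = mean replicate activation of at least 50% with a set share of replicates each reaching 50%; inconclusive = only one of those two conditions met; inactive = mean below 50% and too few replicates reaching it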;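 note: 0% = median of the neutral control wells and 100% = twice that signal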
The depositor's hits bear a star; ? = inconclusive; · = not tested or not shown.

compound	aSyn 5UTR inh	Platelet DG rel	HIF act	HSP90 inh	HSF1 inh	HDAC3 inhib	KLF5 inhibitor	AI-2 QS modul	IEC-6 cytotox	HSF-1 act
c1ccc(Cc2nnc3sc(Nc4ccccc4)nn23)cc1	-1	4	-0.2	1	-5	-6	-13	9	-1	-11
CC(=O)Oc1ccc(-c2cccc(C(=O)OCC(=O)N(C)c3ccccc3)c2)cc1	-21	-6	-0.5	0	49	6	13	27	-2	90*
CCc1ccc(NC(=O)C2CCN(C(=O)N3CCOc4ccccc43)CC2)cc1	27	-10	-0.1	2	1	-2	-7	-17	7	-7
CNS(=O)(=O)c1cn(CC(=O)NCc2ccc(N(C)C)cc2)cc1S(=O)(=O)NC	-1	-12	2.2	-1	-1	2	-8	25	-4	2
COc1ccc(C(=O)Nc2ccc3ccccc3c2)cc1	47	39	0.1	34*	-7	0	46	1	13	-3
O=C(NCc1ccccc1)c1nccnc1CO	3	-1	0.0	-2	-1	-1	0	3	-1	-9
CN(C)c1nc(Oc2ccc(=O)[nH]n2)nc(N2CCCCC2)n1	19	0	-0.7	-1	-2	-2	-25	25	-1	2
Cc1cc(NC(=O)c2ccccc2-c2ccccc2C(=O)O)no1	-2	4	-0.1	3	1	-3	-3	24	-1	-7
COC(=O)Cn1ncc(N2CC(C)OC(C)C2)c(Cl)c1=O (stereo not drawn)	-2	-35	0.0	0	-2	0	3	6	5	-9
CC(C)NC(=O)CSc1nnc(-c2ccc(C(C)(C)C)cc2)n1C	-30	-6	·	4	-3	-7	15	23	3	5
O=C(Nc1ccccc1[N+](=O)[O-])C1C(c2ccccc2)=C1c1ccccc1	-3	-12	0.1	-2	5	6	-5	7	-4	23
O=C(Cc1c(O)c2ccccc2[nH]c1=O)N(Cc1ccccc1)Cc1ccccc1	-43	4	0.3	1	-1	5	4	24	9	15
COc1ccc(C)cc1NC(=O)c1cccc(C(=O)Nc2cc(C)ccc2OC)c1	3	1	1.0	2	3	6	-38	17	1	13
Cc1cc(NC(=O)c2cccc(Oc3ccccc3)c2)n[nH]1	-109	0	2.7	4	15	4	-54	0	3	34
CC(=O)C1=C(C)Nc2ncnn2C1c1ccc(Cl)cc1 (stereo not drawn)	13	0	-0.3	-2	-2	0	-17	39	1	20
Cc1cc(CNC(=O)COC(=O)c2ccc(Cl)c(N)c2)cc(C)c1O	-1	-6	-0.6	·	7	-1	·	17	·	18
CC(=O)c1ccccc1NC(=O)COC(=O)/C(=C/c1ccccc1)n1nnnc1C	-22	-13	-0.2	2	14	-4	-1	24	3	20
Cc1cccc2sc(N(CCCN(C)C)C(=O)CCS(=O)(=O)c3ccccc3)nc12	24	3	0.5	1	2	0	-22	1	11	2
O=C(O)Cn1c(-c2cscn2)nc2ccccc21	10	1	0.7	-5	1	1	12	23	-5	-2
COC(=O)c1cc(NC(=O)CC2SC(=Nc3ccccc3)N(CCc3c[nH]c4ccccc34)C2=O)cc(C(=O)OC)c1 (stereo not drawn)	-19	5	0.1	0	11	-15	-21	43	-5	1
COc1cc(Cn2c(=O)c3c(OC)c(C)cnc3n(C)c2=O)cc(OC)c1	18	-18	-0.3	1	-4	-1	24	43	0	29
COCCCNC(=O)C1CCC(CNS(=O)(=O)c2ccc3c(c2)N(C(C)=O)CCO3)CC1 (stereo not drawn)	-11	-9	·	1	-2	-9	-17	18	-4	14
CC(OC(=O)C1CCN(S(=O)(=O)c2ccc(C(C)(C)C)cc2)CC1)C(=O)N1CCOCC1 (stereo not drawn)	2	-4	-0.2	·	-1	-3	·	15	·	15
Cc1nn(Cc2c(F)c(F)c(F)c(F)c2F)c(C)c1NC(=O)c1c([N+](=O)[O-])cnn1C	23	-3	-0.4	0	3	4	0	35	-4	-1
O=C1C2C3C=CC(C3)C2C(=O)N1CNc1ccccc1 (stereo not drawn)	3	-3	-0.1	6	1	21	4	24	1	2
O=C(NNS(=O)(=O)c1ccccc1[N+](=O)[O-])c1cccc(Cl)c1	-20	-9	-0.5	-4	-8	-6	-19	37	-1	-6
CN1CCN(c2ccccc2NC(=O)c2cccs2)CC1	1	-8	0.1	7	-1	2	-24	-5	-2	20
O=C(NNC(=S)Nc1ccc(Br)cc1)c1ccccc1Br	-10	-7	2.2	11	2	6	-37	-2	15	16
CCn1c(=O)n(CC)c2cc(N3CCCC3)c(NC(=O)c3ccc(C)cc3)cc21	33	2	0.8	-3	-5	?	-78	13	4	-1
Cc1cc2cccc(C)c2nc1SCC(=O)N(C)c1nc(-c2ccccc2)cs1	2	4	-0.4	-5	-4	-1	-70	1	4	-3
Cc1ccc(-c2ccc([C@H]3[C@@H]4C=CCC[C@@]4(C)C(=O)N3Cc3ccccc3)c(F)c2)cc1	22	3	-0.5	·	-9	-1	·	21	·	-26
CC1(C)CC(=O)C2=C(C1)N(c1ccc(F)cc1)C(=O)C2(NC(=O)c1ccccc1F)C(F)(F)F (stereo not drawn)	-8	-33	0.1	6	-4	6	-32	21	3	1
COc1ccc(CN2C(=O)c3ccccc3C2C(=O)NCC2CCCO2)c(OC)c1 (stereo not drawn)	·	·	·	1	·	-6	-4	21	6	·
Cc1cccc(C(=O)N=c2sccn2C)c1[N+](=O)[O-]	-133	-3	4.2	0	5	1	-83	29	6	7
Fc1cccc(F)c1-n1c(CN2CCCCC2)csc1=S	1	1	0.9	4	-1	2	9	15	4	-3
COc1ccc(C(=O)Nc2ccc3[nH]ccc3c2)cc1OC	-134	6	2.8	·	-13	1	·	-45	·	-30
Nc1ccnc(C(F)(F)F)c1C(=O)c1ccccc1	-7	13	0.3	3	-2	-2	-1	15	1	-1
COCCNC(=O)C(c1cccnc1)N(Cc1ccc(C)cc1)C(=O)Cn1nnc2ccccc21 (stereo not drawn)	-12	9	0.4	5	-2	1	-11	-3	0	-21
CCOC(=O)/C(=C/C=C1\Sc2cc(C)c(C)cc2N1CC)C(C)=O	9	1	-0.1	3	-2	·	-28	10	-2	3
O=C(OCc1ccccc1F)c1ccc2c(c1)-c1ccccc1C2=O	-121	8	5.7	1	34	5	2	5	-1	10
N#Cc1ccc(NC(=O)c2sc3cc(C(F)(F)F)cnc3c2-c2cccs2)cc1	18	9	0.1	0	5	-10	-34	-1	-2	9
CNC(=S)Nc1ccc2nc(C)c(C)nc2c1	-9	3	-0.2	2	-4	-10	11	19	3	-6
CCN1C(=O)C2(C(C(=O)c3ccc(C)o3)=C(O)C(=O)N2CCCN2CCOCC2)c2ccccc21 (stereo not drawn)	1	-3	-0.1	-1	-2	-1	-7	14	-3	10
CCCNS(=O)(=O)c1ccc(CCC(=O)N2CCCCC2)cc1	11	2	0.2	-5	-1	?	-17	12	0	1
O=C(O)c1ccc(Cl)c(N2C(=O)Nc3ccccc3N2O)c1	-6	1	-0.3	1	-6	-2	-17	38	-8	-7
COc1ccccc1NC(=O)c1ccc2nc(C)sc2c1	-105	0	0.8	-3	-42	1	-32	1	0	-39
COc1ccc(CCNC(=O)C(=O)NCC2OCCN2S(=O)(=O)c2ccc(OC)c(OC)c2)cc1OC (stereo not drawn)	3	7	-0.1	0	-8	4	5	14	7	7
COC(=O)C1=C(Nc2ccc(C)cc2)C=C(C)C(C(=O)OC)C1c1cccc(OC)c1 (stereo not drawn)	10	-2	1.1	8	-5	17	-11	9	0	-10
Cc1ccc(S(=O)(=O)n2nc(-c3cccnc3)nc2N)cc1	9	5	-0.2	5	0	2	0	18	4	-6
CCOC(=O)C1NN=C(C(=O)c2ccccc2)C1c1ccc(OC)cc1 (stereo not drawn)	8	5	-0.3	-2	11	4	-11	31	5	23

Records listed above printed as active in HSF-1 act:
SMILES,aSyn 5UTR inh,Platelet DG rel,HSP90 inh,HSF1 inh,HDAC3 inhib,KLF5 inhibitor,AI-2 QS modul,HSF-1 act
CC(=O)Oc1ccc(-c2cccc(C(=O)OCC(=O)N(C)c3ccccc3)c2)cc1,-21,-6,0,49,6,13,27,90*

Additional records follow:
compound	aSyn 5UTR inh	Platelet DG rel	HIF act	HSP90 inh	HSF1 inh	HDAC3 inhib	KLF5 inhibitor	AI-2 QS modul	IEC-6 cytotox	HSF-1 act
COCCCNC(=S)NNC(=O)c1ccccc1Br	-6	0	-0.1	3	-7	2	13	3	0	-22
CC(Oc1ccccc1)C(=O)NNC(=O)c1cccs1 (stereo not drawn)	-2	-1	0.5	-5	-8	-8	-37	30	-2	7
C=CCc1c(OC)ccc2ccc(=O)oc12	18	2	-0.4	1	5	6	-1	-4	-6	30
COc1ccc(-c2nc3n(c(=O)c2C#N)CCS3)cc1	-13	1	0.0	1	-7	-2	-31	12	-3	9
Cc1nn(C(C)C(=O)NC2CC2)c(=O)c2nn(-c3ccccc3)c(C)c12 (stereo not drawn)	19	-1	0.0	2	-13	1	-1	24	3	-32
COC(=O)C1CCN(C(c2cccs2)c2sc3nc(C)nn3c2O)CC1 (stereo not drawn)	-3	-1	0.5	0	1	·	0	28	-2	-15
O=C(CN1CCC(n2nnc3cc(F)ccc32)CC1)Nc1ccccc1N1CCOCC1	-13	-3	·	-1	-1	3	-25	8	2	1
CCCCOCCCNC1=NCCCCC1	6	4	2.5	0	0	-6	-25	8	6	-6
CC(=O)/C=C/c1ccccc1O	-25	-6	0.0	4	19	-3	-14	3	6	46
COc1ccc(/C=N/NC(=O)CSc2n[nH]c(=O)[nH]c2=O)cc1	3	-4	-0.2	2	-7	6	-9	11	-5	4
COc1cc(NC(=O)CCCOc2ccc(Cl)cc2Cl)c(C(=O)O)cc1OC	10	4	0.1	-1	-23	-4	-23	38	-2	-42
CCO[C@H]1OC(C(=O)N2CCOCC2)=C[C@@H](c2ccccc2)[C@@H]1CCCO	18	0	-0.1	8	-7	-2	-13	0	6	-5
Cc1nc2ccccc2c2oc(C(=O)N3CCC(C)CC3)cc12	-26	1	0.8	-2	3	1	-17	12	7	7
CN(C)CCCn1c(SCc2c(Cl)cccc2Cl)nnc1-c1ccncc1	0	3	0.8	-4	0	-5	-22	4	-2	-16
CN(C)S(=O)(=O)c1cccc(NC(=O)COC(=O)c2cc3ccccc3oc2=O)c1	-105	4	1.7	2	20	-6	-105	4	3	42
CCCOC(=O)C1C2C=CC3(CN(c4ccc(Cl)c(F)c4)C(=O)C13)O2 (stereo not drawn)	-9	1	-0.3	0	4	1	-7	21	4	22
COc1ccc(CN2CCc3cc(OC)c(OC)cc3C2)cc1O	-6	5	0.0	-6	-5	-3	-6	6	-7	5
CCCc1cc(C(=O)N/N=C/c2cccn2C)cs1	-72	8	1.1	-2	19	8	-104	39	-6	3
Cc1cccc(CCNS(=O)(=O)c2ccc3c(c2)oc(=O)n3C)c1	-6	-6	-0.4	1	-13	-4	-21	23	-4	-24
COc1ccc(NC(=S)Nc2ccc3nccnc3c2)cc1	-227	11	2.4	2	3	3	-86	14	4	36
Cc1ccccc1N1C(=O)C2ON(c3ccccc3)C(c3ccco3)C2C1=O (stereo not drawn)	22	-4	-0.6	6	1	0	-33	-15	-2	1
